# BB579 growth dn: growth inhibitors of yeast BB579 in restrictive medium, primary screen, yeast lifespan-shortening project, S. cerevisiae; hit rate 0.51% among 140,000; OD615, 48 h; inhibition, % at 10 µM;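 active = inhibition above a set limit, 3 SD over the mean compound inhibition, cut at about 44% in these data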; also: inactives centre near -24
#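 Assay system – yeast BB579 (DeaD) · Dosing – single compound dose of 10 µM, 0.25% DMSO final · Detection – OD615 turbidity measurement · Buffer or medium – CSMM-D restrictive synthetic medium containing dextrose (glucose) · Benchmarks – positive control amphotericin B 10 µg/mL · Incubation – 48 h exposure, 30 °C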
# Phagocytosis inh: inhibitors of macrophage phagocytosis, primary screen, imaging, J774A.1 cells, IgG beads | J774A.1 macrophage IgG-bead phagocytosis | inhibition, % at 5 µM | hit rate 0.07% among 110,000;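 active = inhibition above the mean of the plate negative controls plus 5 SD, cut at about 13% in these data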;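 also: phagocytic index as fraction of beads internalized from green versus red external bead signal; plate controls were DMSO negative control for no effect and cytochalasin-D positive control for full effect; some results beyond the cut were filed as inactive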
# bCat KO growth: primary screen for growth suppressors in beta-catenin knockout HCT116 cells (colon tumor, human) | HCT116 beta-catenin knockout viability, CellTiter-Glo, 60 h; stronger effect = lower value | viability, % at 10 µM | hit rate 1.5% among 140,000;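 active = viability at or under a set limit, the compound median less 4 SD, cut at about 6% in these data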;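 also: 0% = Hyamine 1622 control at 20 µM and 100% = untreated cell control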
# Measles CPE: compounds protecting cells from measles virus cytopathic effect, primary screen, measles RdRp inhibitor project, single point, MLSMR library, absorbance; AID 841, 2007; Measles virus-infected cells, CPE protection; hit rate 1.5% among 140,000; protection (pct of control), % at 4 µM; in the data active = protection mostly above about 24%, no sharp cut-off; inactive = mostly below about 26%; also: some compounds called inactive have numbers as strong as hits
# PTEN del growth: growth suppression of PTEN-null HCT116, primary screen, cell-based, CellTiter-Glo | HCT116 PTEN-null viability, 60 h; stronger effect = lower value | viability, % at 10 µM | hit rate 1.2% among 140,000 | AID 827, 2007;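 active = viability at or below a set limit, 4 SD under the median of all tested compounds, cut at about 3.7% in these data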;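 also: PTEN knockout HCT116 line with beta catenin targeted HCT116 as companion control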
# E-sel TNF inh: E-selectin induction blockers in HUVEC – imaging, immunofluorescence, high content, primary screen; hit rate 0.71% among 120,000; HUVEC TNFa-induced E-selectin immunofluorescence; AID 1246, 2008; inhibition, % at 2 µM;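 active = inhibition above the batch mean plus 3 SD, and confirmed as a hit on visual image review, cut at about 43% in these data; inconclusive = passes the inhibition cutoff but fails visual image review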;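 also: 0% = TNF-stimulated DMSO wells and 100% = unstimulated control wells; not every result past the cut was called active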
# MRP-1 activ: H69AR viability gain despite doxorubicin, primary screen, MRP-1 activator project, H69AR cells, CellTiter-Glo; viability increase, % at 10 µM; viability rescue; AID 799, 2007; hit rate 0.61% among 140,000;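 active = viability gain under doxorubicin at or above a set limit, the compound median plus 3 SD, cut at about 4.7% in these data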;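 also: MRP-1 overexpressing cells given doxorubicin 25 µM after compound pretreatment; 18-22 h compound pretreatment then 72 h with doxorubicin before readout; 0% = doxorubicin-only wells and 100% = vehicle-treated cells without doxorubicin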
# GALR2 antag: GALR2 antagonists in receptor-expressing cells, primary screen | Galanin receptor type 2 (Homo sapiens), O43603 | antagonist mode | inhibition, % at 4 µM | hit rate 0.39% among 140,000; in the data active = inhibition above about 27%;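 also: cells stimulated with galanin 1-16 at roughly its EC80; 0% = agonist challenge control and 100% = basal control without agonist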
# Target sequence (O43603 whole entry, looked up): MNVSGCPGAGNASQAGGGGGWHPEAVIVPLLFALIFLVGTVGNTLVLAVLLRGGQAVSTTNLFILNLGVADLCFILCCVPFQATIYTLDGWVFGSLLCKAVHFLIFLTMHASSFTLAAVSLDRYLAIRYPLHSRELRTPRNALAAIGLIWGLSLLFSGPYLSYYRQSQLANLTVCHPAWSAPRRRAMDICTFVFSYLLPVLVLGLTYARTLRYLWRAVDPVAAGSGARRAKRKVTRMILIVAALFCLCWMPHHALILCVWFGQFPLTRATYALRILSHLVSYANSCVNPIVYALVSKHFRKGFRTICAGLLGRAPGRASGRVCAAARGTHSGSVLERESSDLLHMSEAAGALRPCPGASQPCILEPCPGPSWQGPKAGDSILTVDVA
# Yeast lifespan up: compounds extending yeast replicative lifespan, primary screen, S. cerevisiae, OD615 | inhibition of the nicotinamide effect, % at 10 µM | hit rate 0.68% among 130,000 | S. cerevisiae growth with nicotinamide; deaD strain in restrictive glucose medium;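 active = inhibition above a set limit, placed 3 SD over the median of all compounds, cut at about 26% in these data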;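 also: 0% = nicotinamide-treated wells and 100% = cells grown without nicotinamide; some compounds called inactive have numbers as strong as hits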
#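 Buffer or medium: CSMM-D glucose medium, restrictive; test system: modified budding yeast, DeaD strain; compound: single dose 10 µM compound, 0.25% DMSO; schedule: culture preincubation 4 h, compound exposure 48 h, both 30 °C; detection: optical density (absorbance) at 615 nm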
# NPY-Y2 antag: NPY-Y2 receptor antagonists, primary screen, cell-based. NPY-Y2 expressing cells, antagonist mode. AID 793, 2007. Neuropeptide Y receptor type 2 (Homo sapiens), P49146. inhibition, % at 2.7 µM. hit rate 0.99% among 140,000; in the data active = inhibition above about 17%;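 also: 0% = vehicle with agonist challenge and 100% = reference antagonist with challenge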
# Target sequence (P49146 whole entry, looked up): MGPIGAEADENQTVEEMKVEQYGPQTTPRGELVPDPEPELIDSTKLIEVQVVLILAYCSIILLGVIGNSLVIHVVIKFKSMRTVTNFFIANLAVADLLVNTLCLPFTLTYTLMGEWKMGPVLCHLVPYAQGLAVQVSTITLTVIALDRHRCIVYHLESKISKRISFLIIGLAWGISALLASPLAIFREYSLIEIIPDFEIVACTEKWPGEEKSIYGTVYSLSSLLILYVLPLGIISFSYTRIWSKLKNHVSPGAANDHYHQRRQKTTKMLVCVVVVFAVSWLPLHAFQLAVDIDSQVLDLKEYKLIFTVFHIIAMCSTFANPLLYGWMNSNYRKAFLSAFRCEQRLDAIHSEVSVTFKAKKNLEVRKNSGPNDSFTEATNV
# * hit, by the source's call; u = inconclusive; x = not tested or not shown.
SMILES,BB579 growth dn,Phagocytosis inh,bCat KO growth,Measles CPE,PTEN del growth,E-sel TNF inh,MRP-1 activ,GALR2 antag,Yeast lifespan up,NPY-Y2 antag
C[n+]1cc(-c2ccccc2)n2c1CCCCC2,-12.9,x,92.0,8.7,79.2,19.8,-1.3,-3.0,-6.1,1.3
CCCC(=O)Nc1cc(Cl)ccc1N1CCN(C(=O)CC)CC1,-10.9,-2.8,98.8,6.0,101.1,15.3,-2.2,20.4,-14.2,7.8
COCCn1c(-c2ccccc2)nc(=S)c2c1CC(C)(C)OC2,-69.9,0.2,95.7,20.3,95.7,18.6,-1.1,-3.2,-10.5,5.2
N=c1ncn(Cc2ccccc2)c2nc(SCCOc3ccccc3)[nH]c12,-8.4,-5.4,87.2,17.1,94.3,x,-1.6,-22.2,3.6,3.2
CCOc1ccc(OCC(=O)c2c(O)c3ccccc3oc2=O)cc1,-9.6,-0.1,90.0,6.7,98.2,x,-2.4,-16.4,44.0*,3.4
Cc1ccc(/C=C2\SC(=S)N(CCC(=O)NNS(=O)(=O)c3ccc(C)cc3)C2=O)cc1,-24.6,x,86.8,2.5,93.3,x,5.7*,3.1,0.2,-1.5
CC(C)N1C(=O)CCC1C(=O)N1CCCc2ccccc21 (stereo not given),-24.4,-2.2,92.3,12.3,99.1,x,0.2,0.2,-0.3,-0.4
CC(C)(C)c1cn(-c2ccccc2)c(=S)[nH]1,-22.4,-3.3,100.5,7.6,106.7,-23.4,-1.8,4.6,0.8,3.3
CC(=O)c1cccc(NC(=O)c2ccc(S(=O)(=O)N3CCCCC3)cc2)c1,-20.0,3.0,94.7,6.2,93.3,-22.4,3.2,3.0,-5.3,-1.5
O=C(NCCN1CCN(c2cccc(Cl)c2)CC1)C1CCCN(S(=O)(=O)c2cnc[nH]2)C1 (stereo not given),6.6,0.2,94.0,10.5,88.6,x,-2.2,-2.9,-5.8,1.2
CCCn1c(SCc2nc3sc(C)c(C)c3c(=O)[nH]2)nc2ccccc2c1=O,-26.7,-0.3,41.7,5.9,21.6,x,-4.7,2.2,-6.8,5.9
Brc1ccc(C2=Nn3c(nnc3-c3n[nH]c4c3CCC4)SC2)cc1,-3.5,-2.4,19.0,0.9,15.0,x,-7.0,-9.6,-14.4,15.3
Cc1ccc(NC(=O)C2C3CCCC2C3c2ccccc2)cc1C (stereo not given),-66.5,2.3,89.7,3.8,82.8,8.7,-3.1,-4.5,0.0,10.5
O=C(CCN1CCN(c2ccccc2)CC1)Nc1ccccc1F,5.7,1.2,106.3,23.1,96.8,-18.9,-2.0,-1.6,-4.0,6.5
COc1nc(Oc2ccc(/C=N/O)cc2)nc(N(C)C)n1,-18.5,x,77.6,11.0,83.9,20.4,-0.8,7.2,-8.8,-0.3
CCOC(=O)c1cccc(Nc2ncnc3ccccc23)c1,-28.8,x,68.6,3.7,68.6,-37.8,-3.7,2.0,x,1.1
O=C(N/N=C/C=C/c1ccccc1)c1ccc(Br)cc1,-37.0,x,86.5,3.4,66.5,5.4,-3.0,-0.9,-6.5,3.9
Clc1ccc(N/N=C/c2ccncc2)cc1Cl,49.3*,2.7,76.0,19.6,65.7,x,-0.1,13.4,-11.7,-3.2
CCOC(=O)c1ccc(N2NC(=O)/C(=C/c3ccc(OC(=O)c4ccco4)c(OC)c3)C2=O)cc1,-1.3,-2.5,98.7,10.1,97.2,2.9,-4.0,2.8,-3.8,4.3
CC1Nc2ccccc2C(=O)N1NS(=O)(=O)c1ccccc1 (stereo not given),13.4,-6.0,96.4,7.8,100.5,-26.9,-0.6,6.9,0.6,3.1
Clc1cccc(Cl)c1Cn1cnc2c(NCc3ccco3)ncnc21,-54.0,2.3,86.6,18.4,87.9,-5.9,-1.1,-13.0,-10.7,4.2
COc1ccc(NC(=O)NCc2cccn2C)c(OC)c1,-42.1,x,95.9,40.2,92.3,36.4,-0.6,-0.7,-10.1,-0.5
On1c2c(c3c4nonc4ccc31)CCCC2,2.0,x,98.9,12.7,89.7,9.7,0.8,0.6,x,3.6
c1csc(CNCCCN2CCOCC2)c1,-22.3,-5.1,91.1,29.9,95.7,-15.7,-1.2,5.0,-4.5,1.3
O=C(Nn1c(-c2ccccc2)nc2ccccc2c1=O)C1CCC1,1.9,-1.7,98.3,3.6,98.8,3.6,-1.0,-1.4,-11.4,0.2
SMILES,BB579 growth dn,Phagocytosis inh,bCat KO growth,Measles CPE,PTEN del growth,E-sel TNF inh,MRP-1 activ,GALR2 antag,Yeast lifespan up,NPY-Y2 antag
COc1ccc(CCNC(=O)C2CC(=O)N(c3ccc(F)cc3)C2)cc1OC (stereo not given),-22.5,3.5,91.3,5.5,98.5,-36.0,-2.5,8.0,-7.2,2.1
C=CCOc1ccccc1CN1CCSCC1,-42.6,-0.2,73.9,8.1,80.8,x,-1.9,5.9,-9.2,3.5
NC(=S)N=Nc1c(O)[nH]c2ccccc12,-30.6,-0.9,85.4,4.0,87.5,12.2,-1.6,2.8,6.6,1.8
O=C1c2ccccc2NC(c2ccccc2Cl)N1N=C1CCCCCC1 (stereo not given),-26.2,-5.4,87.2,17.0,76.1,x,-2.3,9.8,-7.0,1.9
N/C(=N/O)c1nc(N2CCCC2)nc(N(c2ccccc2)c2ccccc2)n1,-83.6,-0.8,89.9,7.9,88.4,-0.7,-2.3,-2.1,-4.7,6.6
CCC(=O)Nc1cc(-c2nn(CC(=O)N3CCCCC3)c(=O)c3ccccc23)ccc1N1CCOCC1,-43.6,x,92.3,2.4,107.0,5.4,-2.4,-6.2,2.8,1.2
CC1CN(S(=O)(=O)c2ccc(-c3nc4ccccc4s3)cc2)CC(C)O1 (stereo not given),-8.5,1.4,86.8,8.3,85.9,-29.3,0.0,3.7,-2.4,7.1
Cc1ccc(SCc2cc(=O)[nH]c(N3CCN(C)CC3)n2)cc1,3.0,0.5,96.5,3.7,99.0,15.1,-0.8,-3.0,-6.6,2.5
O=C(/C=C/c1ccc2ccccc2c1)c1ccoc1,-38.9,x,34.8,4.0,39.0,-15.6,-5.8,5.8,-20.8,2.9
CCCC(=O)Nc1nc2c(c(=O)[nH]1)CCCC2,-9.7,0.1,89.5,8.5,106.4,-5.3,-0.5,13.0,-5.2,2.8
CN(C(=O)c1cc(-n2cnnc2)ccc1Cl)c1ccccc1,-12.9,-4.2,94.6,33.8,94.6,x,-2.8,0.3,-1.2,3.3
CC1(C)Cc2c(C#N)c(N3CCN(C(=O)c4ccco4)CC3)nc(Cc3ccccc3)c2CO1,-43.4,0.1,1.5*,7.7,1.0*,-43.9,-5.1,-4.3,-13.5,1.2
COc1ccc(C(c2nnnn2C(C)(C)C)N2CCN(C)CC2)cc1OC (stereo not given),-18.4,-2.0,105.8,19.4,85.3,-20.3,-1.4,-1.2,-0.7,2.7
CCc1c(C)nc(SCCOc2ccc(OC(C)C)cc2)[nH]c1=O,7.8,-3.9,101.3,7.7,101.5,5.7,1.1,8.0,-13.6,5.0
C/C(=N\NC(=O)c1cccc(N/N=C(\C)c2ccccc2)c1)c1ccccc1,-11.6,3.7,99.8,10.2,99.9,x,-1.3,13.6,-5.7,-0.2
O=C(NC1CCCCCC1)c1nnc(Cc2ccc(Cl)cc2)o1,8.0,x,95.9,6.0,97.0,-10.0,-0.3,-0.2,1.6,2.8
CO/N=C(\C(=O)N[C@@H]1C(=O)N2C(C(=O)O)=C(COC(N)=O)CS[C@H]12)c1ccco1,-59.6,x,99.0,48.8,96.6,x,0.0,3.6,2.7,-0.4
O=C1C=C(c2ccccc2)C(O)(c2ccccc2)C1 (stereo not given),-1.0,-1.2,100.2,23.6,94.6,61.0*,-2.5,5.5,1.0,1.0
Cc1ccccc1OCC(=O)OC(C(=O)c1ccccc1)c1ccccc1 (stereo not given),-34.8,-3.2,93.2,8.2,105.3,-20.5,-1.4,3.4,-2.1,3.8
CN(C)c1ccc(NC(=O)CSc2nc(N)c(C(=O)Nc3ccc(N(C)C)cc3)s2)cc1,-38.5,x,42.0,4.1,46.5,5.0,-2.9,20.5,-21.3,-0.7
Cc1ccc2oc(=O)c3cnn(CC(=O)NCCCOC(C)C)c3c2c1,-21.3,0.3,92.6,14.9,85.8,27.9,-3.2,-1.2,-9.3,-0.6
CC(C(=O)N=Nc1c(O)[nH]c2ccccc12)n1cnc2ccccc2c1=O (stereo not given),-50.4,3.3,95.2,2.8,96.4,8.9,-2.8,2.2,2.9,3.5
COc1ccc(-c2noc(CCC(=O)Nc3ccc(C)c(C)c3)n2)cc1,-23.9,-0.5,84.2,11.2,86.0,-1.4,-1.8,-5.8,-7.9,3.5
COc1cc([N+](=O)[O-])ccc1NC(=O)CCCOc1cccc(C)c1,-6.9,-2.2,75.0,2.9,77.3,-12.1,-0.1,-6.1,-5.1,16.7
COc1ccc(N2C(=O)CCC(C(=O)Nc3cccc(C)n3)C2c2ccc(OC)c(OC)c2)cc1 (stereo not given),-41.6,5.0,94.9,14.5,93.5,-35.7,0.2,5.5,-12.2,1.6
SMILES,BB579 growth dn,Phagocytosis inh,bCat KO growth,Measles CPE,PTEN del growth,E-sel TNF inh,MRP-1 activ,GALR2 antag,Yeast lifespan up,NPY-Y2 antag
CC(C)Oc1ccc(/C=N/NC(=O)c2ccc(N(Cc3ccccc3)S(C)(=O)=O)cc2)cc1,-4.5,-8.8,84.6,8.0,91.2,x,-0.4,-3.5,14.6,0.4
O=C(C1CCN(S(=O)(=O)c2cnc[nH]2)CC1)N1CCN(c2ncccn2)CC1,-10.9,-1.4,98.1,14.8,96.8,u,0.8,-11.5,-11.6,1.3
O=C(NCCNc1ccc([N+](=O)[O-])cc1C(F)(F)F)c1ccccc1F,22.6,x,84.0,5.1,75.2,14.2,-3.1,6.1,-10.2,1.5
COCCN1C=C(C(=O)OC)C(c2ccc(OC)c(OC)c2)C(C(=O)OC)=C1,-46.0,0.0,111.6,5.2,102.7,x,-2.5,-15.8,-18.1,-1.2
Cc1ccc(COC(=O)CCc2nc3ccccc3c(=O)[nH]2)cc1,5.9,10.1,99.9,6.0,95.7,9.8,-1.0,3.8,-2.9,10.1
CCn1c(N2CCN(CC(=O)Nc3cccc(C)c3C)CC2)nc2ccccc21,-4.2,-1.7,89.8,3.8,85.6,8.2,-0.5,-5.6,-8.0,3.4
O=c1c(/C=N/O)coc2ccc3ccccc3c12,10.1,0.6,80.4,13.2,72.6,-14.1,-0.7,8.8,-12.2,1.1

# Look-ups from the results shown.
# For Phagocytosis inh, `CC(C)Oc1ccc(/C=N/NC(=O)c2ccc(N(Cc3ccccc3)S(C)(=O)=O)cc2)cc1` is listed with -8.8
# For Measles CPE, `O=C(C1CCN(S(=O)(=O)c2cnc[nH]2)CC1)N1CCN(c2ncccn2)CC1` is listed with 14.8
